EPAC1 antag – EPAC1 (human) antagonism; 0.14% of 360,000 active; AID 720709; O95398; EPAC1 GEF assay, Rap1b-BODIPY-GDP exchange fluorescence; Potency, µM (top dose mostly 115 µM), without a hit: top-dose activity change, negative = inhibition, usual class: inhibitors;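 further: potency means the concentration at half of the fitted maximal effect; plate controls were vehicle for no effect and positive control for full effect; nearly all actives have a fitted effect of over 50% in size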
Target sequence (O95398 whole entry, looked up): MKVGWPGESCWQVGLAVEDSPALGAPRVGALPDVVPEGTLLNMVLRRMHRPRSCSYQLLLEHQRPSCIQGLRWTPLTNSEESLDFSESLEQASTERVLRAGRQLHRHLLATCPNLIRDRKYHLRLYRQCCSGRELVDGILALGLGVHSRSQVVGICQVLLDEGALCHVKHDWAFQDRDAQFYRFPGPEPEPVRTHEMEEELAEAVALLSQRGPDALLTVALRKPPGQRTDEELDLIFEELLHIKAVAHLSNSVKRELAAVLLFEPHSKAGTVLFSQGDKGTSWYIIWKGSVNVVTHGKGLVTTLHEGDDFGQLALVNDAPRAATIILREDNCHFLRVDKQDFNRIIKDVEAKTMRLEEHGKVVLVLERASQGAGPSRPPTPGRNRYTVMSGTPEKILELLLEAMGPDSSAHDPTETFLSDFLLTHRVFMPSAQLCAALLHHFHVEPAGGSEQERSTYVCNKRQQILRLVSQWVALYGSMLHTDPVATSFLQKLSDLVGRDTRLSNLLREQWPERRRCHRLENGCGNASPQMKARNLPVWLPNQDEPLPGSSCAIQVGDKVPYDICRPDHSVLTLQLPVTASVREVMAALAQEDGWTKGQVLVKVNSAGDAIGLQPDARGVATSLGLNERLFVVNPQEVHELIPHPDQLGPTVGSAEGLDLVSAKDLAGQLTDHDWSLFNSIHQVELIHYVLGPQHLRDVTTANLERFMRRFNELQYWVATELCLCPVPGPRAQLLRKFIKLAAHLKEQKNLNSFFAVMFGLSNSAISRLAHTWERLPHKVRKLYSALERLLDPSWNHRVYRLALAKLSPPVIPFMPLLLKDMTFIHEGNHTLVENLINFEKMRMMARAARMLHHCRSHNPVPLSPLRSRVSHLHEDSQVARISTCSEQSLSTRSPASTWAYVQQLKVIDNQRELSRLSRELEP
PLK1 PBD block – PLK1 (human) polo-box domain binding inhibition. Plk1 PBD binding of FITC phosphopeptide, fluorescence polarization. Potency, µM, without a hit: max response, negative = inhibition, actives largely listed as inhibitors. 2.8% of 360,000 active; further: potency means the concentration at half of the fitted maximal effect; series mostly up to about 57 µM; on the % scale 0 is the no-effect control and ±100 the full control effect; nearly all actives have a fitted effect of over 65% in size
EPAC2 antag – blocks human EPAC2 exchange factor | EPAC2 GEF exchange of Rap1B-BODIPY-GDP, fluorescence | Q8WZA2 | 0.18% of 360,000 active | AID 720708 | Potency, µM (doses to about 114 µM), without a hit: top-dose activity, negative = inhibition, most hits filed as inhibitors; further: potency means the concentration at half of the fitted maximal effect; on the % scale 0 is the no-effect control and ±100 the full control effect; nearly all actives have a fitted effect of over 45% in size; many of its hits are not listed in these tables
CCT modulator – changes cytosolic chaperonin activity; purified chaperonin ATPase assay, HTRF ADP detection, 30 min; activity change, % (no concentration beside the values), hits read low; 0.3% of 360,000 active; AID 651819; in the data active means activity change below about -30%; further: on the % scale 0 is the no-effect control and ±100 the full control effect
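First, chaperonin was dispensed at 40 nM or 20 nM final depending on batch activity. Next, compounds were pinned at 76 uM and ATP added at 10 uM. After 30 min at 37 °C, ADP detection reagents ran 30 min at ambient temperature.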
WRN helicase inh – WRN helicase (human) inhibition; Q14191; WRN helicase unwinding, fluorescent forked duplex, kinetic; Potency, µM (titrated, usually from 114 µM), for inactives: at the highest dose activity change, negative = inhibition, actives largely listed as inhibitors; 0.46% of 360,000 active; further: potency means the concentration at half of the fitted maximal effect; on the % scale 0 is the no-effect control and ±100 the full control effect; nearly all actives have a fitted effect of over 55% in size
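WRN at 20 nM final preincubated with compound 15 min at room temperature; reaction started with 100 nM fluorophore/quencher forked duplex oligonucleotide and 2 mM ATP final. Unwinding followed kinetically by red fluorescence (ex 525, em 598 nm).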
MmCpn inh – inhibitors of Methanococcus maripaludis chaperonin (MmCpn) | purified Mm-Cpn ATPase, ADP Transcreener TR-FRET | 0.031% of 330,000 active | AID 504842 | Potency, µM (doses to about 76.9 µM), without a hit: top-dose activity, negative = inhibition, usual class: inhibitors; further: potency means the concentration at half of the fitted maximal effect; on the % scale 0 is the no-effect control and ±100 the full control effect; nearly all actives have a fitted effect of over 80% in size
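Purified archaeal chaperonin (25 nM final) was preincubated with compound for 10 min at 37°C, then ATP (10 uM final) was added for 30 min at 37°C in Tris pH 7.4/KCl/MgCl2/DTT buffer. ADP was quantified by HTRF Transcreener TR-FRET.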
EPAC1 agonist – activates human EPAC1 exchange factor; 0.073% of 360,000 active; AID 720707; O95398; EPAC1 agonist qHTS, biochemical assay; response scale: 100% = response to 6.5 mM cAMP; Potency, µM (titrated, usually from 154 µM), without a hit: at the top dose activation, hits mostly activators; further: potency means the concentration at half of the fitted maximal effect; nearly all actives have a fitted effect of over 60% in size
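Compounds were pinned as a concentration titration into mixtures of EPAC1 (100 nM), BODIPY-GDP-loaded Rap1B (250 nM) and GDP (50 uM). After 5 min at room temperature, fluorescence was followed for 30 min; activity was scaled to 6.5 mM cAMP.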
PI5P4K alpha inh – blocks human PI5P4K alpha kinase activity; max response, %; PI5P4Kalpha enzyme, ADP-Glo luminescence, 60 min; active compounds read low; 1.2% of 330,000 active; AID 652105; active means max response of -50% or lower; inconclusive means between -30% and -50%; inactive means -30% or higher; further: value at the top dose of about 77 µM; on the % scale 0 is the no-effect control and ±100 the full control effect
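Enzyme plus substrate dispensed, test compounds pinned in, then ATP (5 microM final) added. After 60 min at RT, ADP-Glo reagent 1 for 45 min and reagent 2 for 30 min preceded luminescence imaging.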
* = called active by the depositor; ? = inconclusive; nt = no result given; [ ] = remark or other dose. Unless noted, the call rests on the fitted dose curve; in most records, active means well fitted curve in the direction sought with a large enough effect; inconclusive means small, poorly fitted or top-dose-only effect, or another doubt; inactive means no such curve, though single readings can be large; an effect the other way counts as inactive or inconclusive. This is a subset; count on the stated rates, not on these rows.

SMILES | EPAC1 antag | PLK1 PBD block | EPAC2 antag | CCT modulator | WRN helicase inh | MmCpn inh | EPAC1 agonist | PI5P4K alpha inh
CN1CCN(S(=O)(=O)c2ccc(NC(=S)NC(=O)c3ccc(Cl)cc3)cc2)CC1 | -7% | 19µM* | -5% | -4.2 | -31% | -1% | 5% | -51*
CC1(C)CC(=O)c2cnc(NC(=O)C3CCCC3)nc2C1 | 8% | -2% | 3% | 4.1 | 2% | 1% | -7% | nt
CCOC(=O)c1[nH]c(CSc2nnc(-c3ccc(OC)cc3)o2)c(C(=O)OCC)c1C | 3% | 1% | 5% | -2.2 | 2% | -10% | 2% | -6
CC(C)n1nnnc1C1c2ccccc2C(=O)N1CCc1ccc(O)cc1 (stereo not given) | -1% | -6% | -6% | -1.1 | -5% | nt | -1% | 1
CCn1c(=O)cc(SCC(=O)NCCN2CCN(Cc3ccccc3)CC2)c2ccccc21 | -2% | -4% | -2% | -2.5 | 6% | 2% | 0% | nt
Cc1ccc(/C=N/NC(=O)Cc2ccc(Cl)cc2)c(O)c1 | -7% | ? | 8% | -7.4 | -18% | 0% | -7% | -1
O=C(CCc1nnc2ccc(NCc3ccco3)nn12)Nc1ccccn1 | -9% | -4% | -2% | -2.7 | -3%[11.6 µM] | -2% | -5% | -24
C#Cc1ccc([C@@H]2C=C(C(=O)N3CCOCC3)O[C@H](OCCCCO)C2)cc1 | -14% | -3% | 2% | 0.3 | -15% | nt | 5% | -2
N=c1c(S(=O)(=O)c2ccc(Cl)cc2)cc2c(=O)n3ccccc3nc2n1Cc1cccnc1 | 22% | -8% | 55%[activator] | 1.2 | 0% | -1% | 2% | -5
CN(C)CCCNc1nc2cc(-c3cccc(C(F)(F)F)c3)sc2c(=O)n1C | -4% | -8% | -6% | 1.3 | -2% | nt | -6% | 3
CCOC(=O)c1cnn(-c2ccccc2)c1NC(=O)CSc1nnc(-c2cccs2)n1CC | 0% | -1% | -1% | -2.3 | -2% | -4% | 0% | 2
CCN(C(=O)CSc1nc2ccccc2c(=O)n1C(C)COC)C1CCS(=O)(=O)C1 (stereo not given) | 1% | -6% | 6% | -5.1 | -7% | -1% | 3% | -1
CC(O)C(NS(=O)(=O)c1ccc(Cl)cc1)C(=O)OCC(=O)c1c[nH]c2ccccc12 (stereo not given) | 10% | -14% | -12% | -2.1 | 3% | 0% | 3% | -1
O=C1NCC2=C1C(c1ccc(Br)cc1)Nc1ccccc1N2 (stereo not given) | -14% | 0% | -1% | 0.3 | -6% | -2% | 0% | nt
CCOC(=O)C1=C(N)Oc2cc(O)ccc2C1c1cccnc1 (stereo not given) | 0% | 5% | -6% | -0.4 | 1% | 3% | 4% | -4
COCc1ccc(C(=O)N2CCCC(CNC(=O)c3ccc(F)cc3)C2)o1 (stereo not given) | -27% | -6% | -2% | 1.2 | -11% | 1% | 4% | -9
CN(C)CCCNC(=O)c1ccc2[nH]c3ccccc3c2c1 | -7% | -11% | -7% | -1.4 | 6% | 0% | -1% | -2
O=C(c1ccco1)N1CCN(c2c([N+](=O)[O-])nn(-c3cccc(Cl)c3)[n+]2[O-])CC1 | 8% | -6% | 7% | -1.8 | -7% | 3% | 13% | 8
Cc1ccc2sc(N3CCN(C(=O)c4ccc([N+](=O)[O-])o4)CC3)nc2c1C | -3% | -12% | -7% | -4.5 | -13% | 0% | -3% | 2
O=C(/C=C/c1ccccc1)Nc1ccc(Cl)cn1 | 23% | 2% | 4% | -0.4 | -1% | 1% | -1% | 1
COc1ccc(C(=O)C2CCCN(Cc3cccn3-c3nccs3)C2)cc1F (stereo not given) | -10% | 0% | -8% | -0.2 | 3% | 0% | -19% | 2
CCCc1ccc(S(=O)(=O)N/N=C(/C)c2ccc3c(c2)OCO3)cc1 | -26% | 2% | -24% | -0.9 | -3% | 1% | -3% | 4
COc1ccc(-c2cc(C(=O)OCC(=O)c3c(N)n(C)c(=O)n(C)c3=O)c3ccccc3n2)cc1 | 12% | -12% | 9% | -1.7 | 0% | -2% | -2% | -1
Brc1ccccc1C1CC(c2ccccc2)=Nc2ccccc2N1 (stereo not given) | -13% | 6% | -4% | -0.3 | 2% | -5% | 12% | 7
O=C(NCC1CCCO1)C1CCN(S(=O)(=O)c2cccnc2)CC1 (stereo not given) | -7% | -10% | -7% | -2.0 | 3% | 2% | 0% | 1

Grouped by structure: the entries above containing fluorine
SMILES | EPAC1 antag | PLK1 PBD block | EPAC2 antag | CCT modulator | WRN helicase inh | MmCpn inh | EPAC1 agonist | PI5P4K alpha inh
CN(C)CCCNc1nc2cc(-c3cccc(C(F)(F)F)c3)sc2c(=O)n1C | -4% | -8% | -6% | 1.3 | -2% | nt | -6% | 3
COCc1ccc(C(=O)N2CCCC(CNC(=O)c3ccc(F)cc3)C2)o1 (stereo not given) | -27% | -6% | -2% | 1.2 | -11% | 1% | 4% | -9
COc1ccc(C(=O)C2CCCN(Cc3cccn3-c3nccs3)C2)cc1F (stereo not given) | -10% | 0% | -8% | -0.2 | 3% | 0% | -19% | 2

Remaining list, next part:
SMILES | EPAC1 antag | PLK1 PBD block | EPAC2 antag | CCT modulator | WRN helicase inh | MmCpn inh | EPAC1 agonist | PI5P4K alpha inh
Cn1c(-c2cccc([N+](=O)[O-])c2)cnc1NCc1ccc(C#N)cc1 | -2% | -5% | 3% | -1.1 | -2% | 0% | -17% | 1
CCCCC[C@@H](C)N1C[C@H](COCc2ccccc2)Oc2cc(N3CC[C@@H](O)C3)ccc2S1(=O)=O | ? | -3% | ? | 0.0 | -11% | nt | -24% | 17
C/C(=N\NC(=O)c1ccccc1F)c1ccccn1 | -16% | -14% | 3% | 1.2 | 9% | -2% | 7% | -7
O=C(O)c1cccc(NC(=O)c2ccccc2)c1 | 10% | -14% | 1% | -1.2 | -2% | nt | 5% | -6
COc1cc(CC(=O)NCC2COc3ccccc3O2)cc(OC)c1OC (stereo not given) | 1% | -3% | 8% | -3.7 | 3% | -3% | 6% | 0
CSc1sc(C(=O)NC(=O)NCc2cccnc2)c(C)c1-c1ccon1 | 11% | 0% | 10% | -5.6 | -19% | -12% | -1% | 5
O=C(CCNC(=O)c1ccccc1Cl)Nc1nc2ccccc2s1 | -9% | -7% | -2% | -0.9 | -3% | -6% | -3% | 6
COC(=O)C1CCCCN1C(=O)c1ccc2oc(Cc3ccccc3)nc2c1 (stereo not given) | -1% | 5% | -2% | 0.9 | -19% | -5% | 3% | -5
CCOn1c(=O)c(-c2cc3ccccc3o2)[n+]([O-])c2ccccc21 | -7% | 30µM* | -12% | 2.7 | 0% | -2% | -225%[inhibitor] | 8
COc1cc(/C=N/NC(=O)c2nonc2C)ccc1O | 19% | 6% | 4% | 0.9 | -5% | 0% | 10% | -4
O=C(Cc1nnc(NC(=O)Nc2ccccc2F)s1)NCc1ccccc1 | 18% | 1% | 1% | 0.0 | 4% | 0% | -1% | -3
Cc1ccc(NC(=O)c2nc[nH]c2C(=O)N[C@@H](C)C(=O)OC(C)(C)C)cc1 | -5% | 2% | -2% | -1.3 | -12% | 0% | -22% | 11
Cc1c(C)c2cc(Cl)c(OCC(=O)NC3CC(C)(C)NC(C)(C)C3)cc2oc1=O | -17% | -7% | 0% | -1.9 | 6% | 1% | -8% | 1
COc1ccc(N2C(=O)CC(Sc3nnnn3-c3ccc(F)cc3)C2=O)cc1 (stereo not given) | -11% | ? | 5% | -4.0 | -7% | -5% | 7% | 4
CCOc1cc(CNc2ccc(OC)cc2)cc(Br)c1OCC(=O)NC(C)(C)C | -15% | 0% | -9% | 0.3 | -17% | 4% | 18% | nt
COc1ccc(NC(=O)Nc2ccc(F)cc2F)cc1 | -13% | -17% | -3% | 1.8 | -1% | -1% | -8% | -9
C/C=C/c1ccc(OCCn2nnc3ccccc32)c(OC)c1 | -6% | 0% | -29% | -0.2 | -19% | -1% | 4% | 1
COc1ccccc1N(C)S(=O)(=O)c1ccc(C(=O)OCC(=O)N2CCCCCC2)cc1 | 0% | -5% | -5% | -2.8 | -3% | 1% | 0% | -6
O=C(Cn1nnc(N2CCCC2)n1)N/N=C/c1ccc(Cl)cc1 | -5% | 1% | 6% | -0.4 | 0% | 0% | -11% | 1
COC(=O)c1c(NC(=O)COC(=O)Cn2cnc3ccccc32)sc(C)c1C | -7% | -18% | 3% | 0.9 | 9% | -4% | 6% | -2
Cc1cc(CCN2CCC(=O)NC2=S)ccc1OC(C)C | 9% | -4% | 2% | -3.6 | 5% | 0% | -5% | -4
O=C(NCCOc1ccccc1Cl)c1ccc2c(c1)S(=O)(=O)c1cc(Cl)ccc1C2=O | -8% | 6% | -20% | -5.7 | 3% | -4% | 2% | 0
O=C(O)Cn1c(-c2ccccc2)nc2ccccc21 | 6% | 27µM* | 19% | 0.1 | 0% | 1% | 1% | -5
CCN(Cc1cnn(C)c1)Cc1nc(Cc2ccccc2Cl)no1 | ? | -15% | 2% | -6.9 | 6% | -9% | 5% | 2
COc1ccc(C2C(C(C)=O)=C(O)C(=O)N2c2nc3ccccc3s2)cc1OC (stereo not given) | -11% | -19% | -9% | -2.4 | 3% | -3% | 3% | 2

Arranged by the number under PLK1 PBD block (ascending): some entries from above
Compound	PLK1 PBD block
CN1CCN(S(=O)(=O)c2ccc(NC(=S)NC(=O)c3ccc(Cl)cc3)cc2)CC1	19µM*
O=C(O)Cn1c(-c2ccccc2)nc2ccccc21	27µM*
CCOn1c(=O)c(-c2cc3ccccc3o2)[n+]([O-])c2ccccc21	30µM*

Assay outcomes from PubChem BioAssay.
